NCI-60 one-dose screen, 48 h, at 10 µM unless noted. Numbers give growth in % (100 = growth as untreated, 0 = no growth, -100 = all killed).
SK-MEL-2 – SK-MEL-2 melanoma | actives 4.7% (n = 77,000)
HS 578T – HS 578T breast cancer. actives 4.1% (n = 78,000). AID 1794788
LOX IMVI – LOX IMVI melanoma | actives 7.4% (n = 79,000) | AID 1794757
MALME-3M – MALME-3M melanoma; actives 5.8% (n = 78,000); AID 1794766
UACC-257 – UACC-257 melanoma; actives 4.4% (n = 78,000)
SK-MEL-28 – SK-MEL-28 melanoma. actives 4.1% (n = 81,000). AID 1794761
T-47D – T-47D breast cancer | actives 5% (n = 79,000)
SK-MEL-5 – SK-MEL-5 melanoma; actives 6.4% (n = 80,000)
* hit, by the source's call; · = not tested or not shown; & = joins results of further samples; ! = not active in a repeat. How the source made its calls: active means growth percent below 10; inactive means the rest.

Preview, 7 compounds:
SMILES	SK-MEL-2	HS 578T	LOX IMVI	MALME-3M	UACC-257	SK-MEL-28	T-47D	SK-MEL-5
CC1CC=C(O)C12OCC(C)(C)CO2 (stereo not given)	125	111	102	95	102	116	108	·
CCCCCCCCCCCCCCCCCCOc1ccccc1CCOP(=O)([O-])OCC[N+](C)(C)C	96	85	71	91	87	108	88	94
O=C1C(=O)C(c2ccccc2)C(=O)C1c1ccccc1 (stereo not given)	102	110	105	118	95	114	105	100
CCOC(=O)C1(NC(=O)C2(NC(=O)CN3C(=O)c4ccccc4C3=O)CCCC2)CCCC1	100	126	95	·	104	103	114	97
C[C@H]1CCC/C=C/[C@@H]2C[C@H](O)[C@H](O)[C@H]2[C@H](O)/C=C/C(=O)O1	92	94	86	102	100	99	94	98
C#Cc1nc(/C=C/C(=O)c2nccn2C)cs1	19	-6.5*	-81*	-76*	-19*	-32*	-23*	-84*
Cc1c2ccccc2cc[n+]1C	128	112	103	111	130	111	109	114

The listing, previewed entries included:
SMILES	SK-MEL-2	HS 578T	LOX IMVI	MALME-3M	UACC-257	SK-MEL-28	T-47D	SK-MEL-5
CC1CC=C(O)C12OCC(C)(C)CO2 (stereo not given)	125	111	102	95	102	116	108	·
CCCCCCCCCCCCCCCCCCOc1ccccc1CCOP(=O)([O-])OCC[N+](C)(C)C	96	85	71	91	87	108	88	94
O=C1C(=O)C(c2ccccc2)C(=O)C1c1ccccc1 (stereo not given)	102	110	105	118	95	114	105	100
CCOC(=O)C1(NC(=O)C2(NC(=O)CN3C(=O)c4ccccc4C3=O)CCCC2)CCCC1	100	126	95	·	104	103	114	97
C[C@H]1CCC/C=C/[C@@H]2C[C@H](O)[C@H](O)[C@H]2[C@H](O)/C=C/C(=O)O1	92	94	86	102	100	99	94	98
C#Cc1nc(/C=C/C(=O)c2nccn2C)cs1	19	-6.5*	-81*	-76*	-19*	-32*	-23*	-84*
Cc1c2ccccc2cc[n+]1C	128	112	103	111	130	111	109	114
O=C(O)c1cn(C2CC2)c2cc(N3CCN(C(=O)CCCN4C(=O)CSC4=O)CC3)c(F)cc2c1=O	111	95	101	102	104	95	105	100
CCN(CC)CCCNc1cc(OC)cc2nc3cc(Cl)ccc3nc12	3.9*	23	-59*	-85*	-80*	-79*	30	-99*
Oc1c(C(c2ccccc2)N2CCOCC2)ccc2ccccc12 (stereo not given)	100	129	91	·	103	117	116	109
Brc1ccc(-c2nocc2-c2c[nH]c3ccccc23)cc1	109	93	94	102	97	103	99	102
Cc1ccc(O)c(S(=O)(=O)O)c1	112	105	98	91	109	110	102	95
CC(C)CCc1nc2c([nH]1)c(=O)n(C)c(=O)n2C	99	97	100	108	94	102	98	107
O=S(=O)(Oc1ccc(-c2cn3ccsc3n2)cc1)N1CCCCC1	120	113	99	96	107	100	97	98
CN(C)CCCN(CCC1CCCCC1)CCC1CCCCC1	61	58	5.9*	-79*	-65*	-98*	-38*	-82*
O=C1C(c2cccs2)=C(c2c[nH]c3ccccc23)C(=O)N1O	110	103	87	103	86	108	105	97
CCOC(=O)OCC(=O)[C@@]1(O)CC[C@H]2[C@@H]3CCC4=CC(=O)CC[C@]4(C)[C@H]3[C@@H](O)C[C@@]21C	102	123	90	76	93	110	91	98
c1ccc(CC2CCN(c3ncnc4sc5c(c34)CCN(Cc3ccccc3)C5)CC2)cc1	77	92	89	95	87	95	53	79
CCOC(=O)C(C(=O)OCC)=C(C)C	105	116	92	98	87	109	·	106
CC(=O)OCC1OC(n2cc(CI)nn2)C(OC(C)=O)C(OC(C)=O)C1OC(C)=O (stereo not given)	·	121	96	103	108	108	95	104
O=C(Nc1ccc(OCc2ccccn2)c(Cl)c1)c1ccccn1	107	89	99	106	103	105	87	95
c1ccc(-c2nc(-c3c[nH]c4ccccc34)cs2)cc1	109	109	79	87	95	106	83	97
COC(=O)c1ccc(CSc2ccccc2NC(=S)Nc2cccc(C(F)(F)F)c2)o1	100	105	83	96	110	108	76	101
O=C(O)c1ccc(Br)c([N+](=O)[O-])c1	113	114	97	107	110	110	96	103
Cc1cc(S(N)(=O)=O)ccc1Cl	111	124	105	92	118	118	93	102
CCOC(=O)c1ccc(NC(=O)c2nc(-c3cc(OC)c(OC)c(OC)c3)n(-c3ccc(Cl)cc3)n2)cc1	86	74	92	91	97	95	78	64
Cc1cccc(Nc2c(O)nc[nH]c2=O)c1	116	114	104	125	102	118	110	110
O=C(Cc1ccccc1)NNc1nc(NCCc2c[nH]c3ccccc23)nc(N2CCN(C(c3ccccc3)c3ccccc3)CC2)n1	103	98	95	119	113	104	72	92
CC1(C)C2CC=C(/C=N\N=C\C3=CCC4CC3C4(C)C)C1C2	99	96	100	97	97	108	100	99
O=C(O)/C(=C/c1cccc([N+](=O)[O-])c1)c1ccc(Cl)cc1	108	95	94	·	104	108	89	104
O/C=C(\Cl)CCl	113	121	103	102	91	106	106	107
Nc1cccc(Nc2nc(N)nc3c2CCc2occc2-3)c1	107	105	98	104	106	115	90	101
Oc1ccccc1/C=N\c1nccs1	122	86	104	101	91	99	99	98
O=C(COc1c(Cl)cc(Cl)c(Cl)c1Cl)NC1CCCCC1	100	96	96	94	99	97	·	95
O=C(CSc1nc(-c2ccccc2)c(-c2ccccc2)o1)N1CCOCC1	·	103	113	125	116	104	90	85
COc1cc(NCCCCCNCC(C)(C)C)c2ncccc2c1	112	·	91	111	107	108	95	97
Nc1n[nH]c2cccc(C#Cc3cccc(NC(=O)Nc4cc(C(F)(F)F)cc(C(F)(F)F)c4)c3)c12	-97*	-20*	-100*	-68*	-57*	-89*	-11*	-100*
COc1cc(/C=C2\C(=O)Nc3cc(C)c(O)cc32)cc(OC)c1OC	79	57	46	·	-11*	73	39	47
O/N=C(\CSc1nnc(-c2ccc(Cl)cc2)o1)c1ccccc1	92	105	93	102	117	94	88	89
COC(=O)C1=C(O)CC2CC(C(=O)OC)N3C(=O)COC123 (stereo not given)	118	99	99	107	104	107	113	102

Entries of single compounds, looked up by structure. Order of values: SK-MEL-2	HS 578T	LOX IMVI	MALME-3M	UACC-257	SK-MEL-28	T-47D	SK-MEL-5
CCOC(=O)C(C(=O)OCC)=C(C)C reads 105	116	92	98	87	109	·	106
C[C@H]1CCC/C=C/[C@@H]2C[C@H](O)[C@H](O)[C@H]2[C@H](O)/C=C/C(=O)O1 reads 92	94	86	102	100	99	94	98
CCOC(=O)C1(NC(=O)C2(NC(=O)CN3C(=O)c4ccccc4C3=O)CCCC2)CCCC1 reads 100	126	95	·	104	103	114	97
O=C(O)/C(=C/c1cccc([N+](=O)[O-])c1)c1ccc(Cl)cc1 reads 108	95	94	·	104	108	89	104
Cc1c2ccccc2cc[n+]1C reads 128	112	103	111	130	111	109	114

Next section.
SMILES	SK-MEL-2	HS 578T	LOX IMVI	MALME-3M	UACC-257	SK-MEL-28	T-47D	SK-MEL-5
CCOC(=O)c1sc(/N=C2\C(=O)Nc3ccc([N+](=O)[O-])cc32)nc1C	95	91	81	128	106	115	70	100
c1ccc(-c2nnc(-c3ccccc3)o2)cc1	107	100	103	101	100	110	84	106
C[C@@H]1CN(C(=S)Nc2ccccc2)[C@@H](C)CN1c1ccccn1	92	105	·	·	96	111	94	91
CCCN(CCC)CC(O)c1cc2cc(C(F)(F)F)cc(C(F)(F)F)c2c2cc(Cl)c(Cl)cc12 (stereo not given)	103	88	83	109	89	103	102	106
N#CC(c1ccc(N)cc1)C(CC(=O)c1ccccc1)c1ccccc1 (stereo not given)	101	113	94	89	111	100	85	96
Cc1cc(O)c2c(c1)C(=O)C(c1c(C)cc3c(c1O)C(=O)C=CC3=O)=CC2=O	123	102	61	-15*	·	71	22	102
CC(O)COc1ccccc1 (stereo not given)	114	95	100	107	114	126	100	109
c1ccc(N=c2scc(-c3ccccc3)n2-c2cccc(-n3c(-c4ccccc4)csc3=Nc3ccccc3)c2)cc1	87	96	77	97	112	104	90	96
O=C1CCC(NCc2ccccc2)N1 (stereo not given)	110	94	96	96	97	96	104	98
NC1=NC(SCc2ccccc2CCl)c2ncn(Cc3ccccc3CCl)c2N1 (stereo not given)	-4.2*	34	-80*	19	43	65	36	48
CN(Cc1ccccc1)c1nc(Cl)c(C2CC(c3ccc4c(c3)OCO4)=NN2C=O)s1 (stereo not given)	109	95	90	100	117	106	81	100
COc1ccc(-c2cc(-c3ccc(Br)cc3)nc3nc(NC(C)=O)nn23)cc1	120	105	98	133	108	120	92	94
CN1CCN(Cc2ccc(NC(=O)c3cncc(C#Cc4cnc5ccc(NC6CCOCC6)nn45)c3)cc2C(F)(F)F)CC1	·	-26*	-84*	-87*	-14*	-75*	-66*	-98*
CCN(CC)CCCC(C)NCC(=O)NC(c1ccc2c(c1)OCO2)c1cc(Cl)c2cccnc2c1O (stereo not given)	81	80	-30*	5.3*	77	47	40	-77*
Nc1c(O)cccc1O	·	101	92	120	·	110	91	90
CC[C@H](CC[C@@H](C)[C@H]1CC[C@H]2[C@@H]3CC=C4C/C(=N/OCCC#N)CC[C@]4(C)[C@H]3CC[C@]12C)C(C)C	96	102	100	104	97	107	84	92
Cc1[nH]nc2c1C(c1cc([N+](=O)[O-])cs1)C(C#N)=C(N)O2 (stereo not given)	81	94	72	92	75	90	96	91
CCN(CC)CCC(CNc1ccnc2cc(Cl)ccc12)c1ccc(O)cc1 (stereo not given)	119	·	50	94	93	107	114	92
CCCN1C2CCC1/C(=C\c1ccc(F)cc1)C(=O)/C2=C/c1ccc(F)cc1	55	94	64	55	40	87	37	70
COc1ccc2c(c1)CC(O)CC1C(=O)NN=CN21 (stereo not given)	93	105	102	109	94	107	92	103

Fetched by structure from the entries so far, 2 records:
SMILES	SK-MEL-2	HS 578T	LOX IMVI	MALME-3M	UACC-257	SK-MEL-28	T-47D	SK-MEL-5
CCOC(=O)c1sc(/N=C2\C(=O)Nc3ccc([N+](=O)[O-])cc32)nc1C	95	91	81	128	106	115	70	100
CC(O)COc1ccccc1 (stereo not given)	114	95	100	107	114	126	100	109

More entries:
SMILES	SK-MEL-2	HS 578T	LOX IMVI	MALME-3M	UACC-257	SK-MEL-28	T-47D	SK-MEL-5
COc1cc2c(nn1)CCCC2	115	102	99	101	110	119	103	98
CCCCC1C(=O)N(c2ccccc2)N(c2ccc(O)cc2)C1=O (stereo not given)	105	117	94&95	101	101	109&108	95&91	99&94
O=C(Nc1ccc(Cl)cc1)c1cccc([N+](=O)[O-])c1	79	108	90	94	90	108	67	98
CN(C)CC(CN(C)C)C(=O)C1CC1	110	108	94	101	92	109	99	108
Cc1c(C)c([N+](=O)[O-])c(C)c([N+](=O)[O-])c1C	102	102	100	111	105	104	113	101
CCCCCCCCCCCCNC(=S)N/N=C/c1ccc([N+](=O)[O-])cc1	104	112	108	105	104	107	64	100
COc1ccccc1CNC(=O)c1nc(-c2cc(OC)c(OC)c(OC)c2)n(-c2ccc(F)c(F)c2)n1	113	91	92	80	115	108	83	96
NC(CSC1(c2ccc(F)cc2)c2ccccc2-c2ccccc21)C(=O)O (stereo not given)	104	92	98	100	100	107	103	91
N#Cc1c2c(nn(-c3ccccc3)c1=O)C(O)=C([N+](=O)[O-])C(c1ccccc1[N+](=O)[O-])C2 (stereo not given)	100	92	88	94	101	102	93	98
O=c1cc(C2NNC(=S)N2)c2cc(Cl)ccc2o1 (stereo not given)	111	94	98	100	110	109	95	99
O=C(NC1CC1)c1ccc(-c2nc3ccc4[nH]ncc4c3c3c2CCCC3)cc1	2.9*	4.5*	39	54	60	47	·	55
CC(=O)Nc1ccc(N=Nc2c(S(=O)(=O)O)cc3cc(S(=O)(=O)O)cc(OC(=O)c4ccc(N)cc4)c3c2O)cc1	101	90	99	107	105	110	110	102
COc1ccc(CCN2C(=O)/C(=C/c3ccc(C4Oc5ccccc5C5CC(c6cccc(OC)c6)=NN54)cc3)SC2=S)cc1 (stereo not given)	100	101	96	98	101	101	100	99
Nc1ncc2[nH]c(N)nc2n1	101	104	102	89	87	109	99	101
COc1cc(N)ccc1Nc1c2ccccc2nc2ccccc12	109	102	-24*	96	·	107	92	85
COC(=O)/C=C1/SC(=Nc2ccc([N+](=O)[O-])cc2)N(CCc2c[nH]c3ccc(O)cc23)C1=O	40	47	-22*	69	56	53	54	51
Cc1ccc2nc3c(cc2c1)C1C(CON1c1ccccc1)CS3 (stereo not given)	79	68	97	120	67	109	87	95
Cn1cc(-c2nonc2-c2c[nH]c3ccccc23)c2ccccc21	51	6.8*	23	43	33	42	26	21
O=[N+]([O-])c1ccc(-[n+]2cc([O-])on2)cc1	113	119	98	122	107	106	102	110
CSC(=NC(=O)c1c(Cl)cccc1Cl)SC	·	·	97	91	89	98	93	98
N=C(N)SCc1cccs1	95	89	·	107	103	96	77	93
CCOc1ccc2nc(NC(=O)c3ccc(C(F)(F)F)cc3)sc2c1	103	114	·	112	107	105	98	·
O=C(O)c1cn(C2CC2)c2cc(N3CCN(C(=O)N/N=C/c4ccccc4)CC3)c(F)cc2c1=O	99	105	81	93	89	108	91	95
COc1ccc(/C=N\NC(=O)c2cnn(CC(O)c3ccccc3)c2N)cc1OCc1ccccc1 (stereo not given)	87	83	65	91	100	95	25	60
c1cnc2[nH]cc(-c3ccc(-c4c[nH]c5ncccc45)s3)c2c1	·	102	76	71	100	119	34	87
COc1ccc2c(c1)c1c(C)c3cnccc3c(C)c1n2C(C)C	86	92	55	91	·	80	50	34
c1ccc(CN2CCOC2)cc1	182	81	102	113	136	90	109	128
Cc1cc(Nc2nc(-c3cccnc3)nc3ccccc23)n[nH]1	39	5.1*	20	99	60	51	27	74
CC1=CCC2CC1C2(C)C (stereo not given)	108&88	82	89&93	127&101	-8.8*!	102&98	102&105	88&102
Oc1cccc(Nc2nccc(-c3ccc4ccccc4c3)n2)c1	14	13	33	68	47	49	48	33
